# BioA inh = blocks M. tuberculosis BioA enzyme activity | purified M. tuberculosis BioA enzyme, plate reader | hit rate 0.096% among 360,000 | inhibition, % at 9.99 µM; in the data active means inhibition above about 40%
# The depositor's hits bear a star; & = joins results of further samples. An excerpt; the hit share may differ from the screen's.
canonical_smiles,BioA inh
Cc1noc(C)c1S(=O)(=O)Nc1ccc2c(c1)CC(=O)N([C@@H](C)CO)C[C@H](C)[C@@H](CN(C)S(=O)(=O)c1ccc(F)cc1)O2,0.5
O=C(NCC[C@H]1CC[C@H](NC(=O)C2CCCCC2)[C@H](CO)O1)c1cnccn1,-0.9
CO[C@@H]1CC[C@H]2CCN(C)C(=O)[C@@H](C)CN(C)C(=O)c3cc(C#N)ccc3OC[C@@H]1O2,1.3
O=C(C[C@@H]1CC[C@@H]2[C@H](COC[C@@H](O)CN2S(=O)(=O)c2ccc(Cl)cc2)O1)N[C@H]1CCN(Cc2ccccc2)C1,-0.3
COc1ccc(S(=O)(=O)Nc2ccc3c(c2)C(=O)N([C@@H](C)CO)C[C@H](C)[C@@H](CN(C)C(=O)Nc2ccc(C(F)(F)F)cc2)OCCCC[C@@H](C)O3)cc1,-1.5
C[C@@H]1CN([C@@H](C)CO)C(=O)CCCn2cc(nn2)CO[C@H]1CN(C)C(=O)Nc1cccc(Oc2ccccn2)c1,16
C[C@H](CO)N1C[C@H](C)[C@@H](CN(C)C(=O)Nc2ccc(F)cc2)Oc2c(NC(=O)c3ccncc3)cccc2C1=O,-3.4
C[C@@H]1CN([C@H](C)CO)S(=O)(=O)c2ccc(-c3ccc(C#N)cc3)cc2O[C@@H]1CN(C)C(=O)C1CC1,2.9
C[C@H](NC(=O)C[C@H]1C=C[C@H](NC(=O)C2CC2)[C@@H](CO)O1)c1ccccc1,-4.7
COc1ccc(CNC(=O)C[C@@H]2C[C@@H]3c4cc(NS(C)(=O)=O)ccc4O[C@@H]3[C@H](CO)O2)cc1,-1.2
Cc1ccc(S(=O)(=O)N[C@H]2CC[C@@H](CCn3cc(C4CC4)nn3)O[C@H]2CO)cc1,0.3
CO[C@H]1CN(C)C(=O)c2cc(NS(C)(=O)=O)ccc2OC[C@@H](C)N(Cc2cncnc2)C[C@H]1C,-1.6
C[C@H](CO)N1C[C@H](C)[C@H](CN(C)C(=O)CCCN(C)C)OCCCC[C@H](C)Oc2ccc(NS(=O)(=O)c3cccs3)cc2C1=O,1.2
COc1ccc(NC(=O)N(C)C[C@H]2Oc3ccc(NS(=O)(=O)c4cccs4)cc3CC(=O)N([C@H](C)CO)C[C@H]2C)cc1,-1.2
COc1cccc(NC(=O)C[C@@H]2CC[C@@H]3[C@@H](COc4ccc(NC(=O)C5CCCCC5)cc4C(=O)N3C)O2)c1,1.3
CO[C@H]1CN(C)C(=O)c2ccc(NC(=O)Nc3cc(F)ccc3F)cc2OC[C@@H](C)N(C)C[C@@H]1C,6.0
CN(C)C(=O)c1ccc(-c2ccc([C@H]3[C@@H](CO)N4CCCCN(C(=O)C5CCC5)C[C@H]34)cc2)cc1,-2.8
CNC[C@H]1Oc2ccc(NC(=O)Nc3ccc4c(c3)OCO4)cc2CC(=O)N([C@@H](C)CO)C[C@@H]1C,-0.8
O=C(C[C@@H]1C[C@@H]2c3cc(NC(=O)Nc4ccc(C(F)(F)F)cc4)ccc3O[C@@H]2[C@@H](CO)O1)NCc1ccc2c(c1)OCO2,-0.5
Cc1noc(C)c1S(=O)(=O)Nc1cccc2c1O[C@H](CN(C)C(=O)Nc1cccc3ccccc13)[C@H](C)CN([C@@H](C)CO)C2=O,-3.3

canonical_smiles,BioA inh
Cc1noc(C)c1S(=O)(=O)Nc1ccc2c(c1)CC(=O)N([C@@H](C)CO)C[C@@H](C)[C@@H](CN(C)Cc1ccc(C(F)(F)F)cc1)O2,7.0
CCCNC(=O)C[C@H]1CC[C@H]2[C@@H](COC[C@H](O)CN2Cc2ccc(Cl)c(Cl)c2)O1,-0.5
COc1ccc(NC(=O)N(C)C[C@H]2OCCCC[C@@H](C)Oc3ccc(NS(=O)(=O)c4c(C)noc4C)cc3C(=O)N([C@@H](C)CO)C[C@H]2C)cc1,-1.0
C[C@@H]1CN([C@H](C)CO)S(=O)(=O)c2ccc(-c3ccc(C#N)cc3)cc2O[C@H]1CN(C)C(=O)CN(C)C,-0.1
C[C@H]1CN([C@@H](C)CO)C(=O)Cc2cc(NC(=O)CCN3CCOCC3)ccc2O[C@@H]1CN(C)Cc1ccc2c(c1)OCO2,0.3
COc1ccc(NC(=O)Nc2ccc3c(c2)CC(=O)N([C@H](C)CO)C[C@@H](C)[C@H](CN(C)S(=O)(=O)c2cccs2)O3)cc1,0.2
CCNC(=O)C[C@@H]1CC[C@H]2[C@H](COc3ccc(NC(=O)c4ccc(F)cc4)cc3C(=O)N2C)O1,1.5
CN1CCN(C(=O)C[C@H]2C[C@H]3c4cc(NC(=O)Nc5ccccc5F)ccc4O[C@H]3[C@H](CO)O2)CC1,1.1
O=C(C[C@H]1CC[C@@H]2[C@H](COC[C@H](O)CN2C(=O)Nc2ccc3c(c2)OCO3)O1)N1CCN(c2ccccc2)CC1,-3.4
C[C@H](CO)N1C[C@H](C)[C@H](CN(C)C(=O)Nc2ccccc2)Oc2ncc(Br)cc2C1=O,0.6&0.2
CO[C@H]1CN(C)C(=O)c2cc(NS(=O)(=O)c3cn(C)cn3)ccc2OC[C@H](C)N(Cc2cccc(F)c2)C[C@H]1C,1.8
CN(C)C(=O)C[C@H]1C[C@H]2c3cc(NC(=O)C4CCC4)ccc3O[C@H]2[C@H](CO)O1,-1.7
CCNC(=O)C[C@@H]1CC[C@H](NC(=O)NC2CCCCC2)[C@H](CO)O1,-0.8
COc1ccccc1NC(=O)N[C@H]1CC[C@H](CCNC(=O)Cc2ccccn2)O[C@@H]1CO,-1.6
CO[C@H]1CN(C)C(=O)c2cc(NS(=O)(=O)c3ccccc3)ccc2OC[C@@H](C)N(Cc2ccccn2)C[C@@H]1C,0.1
COc1ccc(-c2ccc([C@@H]3[C@@H](CO)N(C(=O)NC(C)C)[C@H]3C#N)cc2)cc1,-1.7
O=C(C1CC1)N1CCCCN2[C@@H](CO)[C@H](c3ccc(C#CC4CC4)cc3)[C@@H]2C1,2.6
CC(C)c1cn(CC[C@H]2CC[C@H](NS(=O)(=O)Cc3ccccc3)[C@H](CO)O2)nn1,-1.7
O=C(c1ccc(F)cc1)N1CCCCN2[C@@H](CO)[C@H](c3ccc(C#CC4(O)CCCC4)cc3)[C@@H]2C1,-2.5
C[C@H](CO)N1C[C@H](C)[C@@H](CN(C)S(C)(=O)=O)Oc2ccc(NC(=O)CCCCCC(=O)Nc3ccccc3N)cc2CC1=O,-1.2

# By substructure, those above with a CF3 group.
canonical_smiles,BioA inh
COc1ccc(S(=O)(=O)Nc2ccc3c(c2)C(=O)N([C@@H](C)CO)C[C@H](C)[C@@H](CN(C)C(=O)Nc2ccc(C(F)(F)F)cc2)OCCCC[C@@H](C)O3)cc1,-1.5
O=C(C[C@@H]1C[C@@H]2c3cc(NC(=O)Nc4ccc(C(F)(F)F)cc4)ccc3O[C@@H]2[C@@H](CO)O1)NCc1ccc2c(c1)OCO2,-0.5
Cc1noc(C)c1S(=O)(=O)Nc1ccc2c(c1)CC(=O)N([C@@H](C)CO)C[C@@H](C)[C@@H](CN(C)Cc1ccc(C(F)(F)F)cc1)O2,7.0

# Carrying on.
canonical_smiles,BioA inh
C[C@H]1CN([C@@H](C)CO)S(=O)(=O)c2ccc(-c3ccncc3)cc2O[C@@H]1CN(C)C(=O)c1ccc2c(c1)OCO2,2.7
CCCN(C)C[C@@H]1OCCCC[C@H](C)Oc2ccc(NC(=O)c3ccccc3)cc2C(=O)N([C@H](C)CO)C[C@@H]1C,-1.4
Cc1ccc(S(=O)(=O)Nc2ccc3c(c2)C(=O)N([C@H](C)CO)C[C@@H](C)[C@H](CN(C)C(=O)CCCN(C)C)OCCCC[C@@H](C)O3)cc1,-0.7
C[C@@H](O)C#Cc1ccc([C@H]2[C@H](CO)N3CCCCN(C(=O)c4ccc(F)cc4)C[C@@H]23)cc1,2.2
CCC(=O)N(C)C[C@H]1Oc2ncc(-c3ccc(C)cc3)cc2C(=O)N([C@H](C)CO)C[C@@H]1C,0.0
CCCNC(=O)C[C@@H]1C[C@H]2c3cc(NC(=O)Nc4ccccc4F)ccc3O[C@H]2[C@H](CO)O1,2.1
O=C(c1cccnc1)N1C[C@@H]2[C@H](c3ccccc31)[C@@H](CO)N2C(=O)Nc1ccccc1F,-1.0
C[C@H](CO)N1C[C@H](C)[C@@H](CN(C)Cc2ccccc2C(=O)O)OCc2cn(nn2)CCCC1=O,-3.8
C/C=C/c1ccc([C@H]2[C@@H](CO)N(C(=O)NC(C)C)[C@H]2CN(C)C(=O)CC)cc1,0.3
O=C(C1CCOCC1)N1C[C@H]2[C@@H](c3ccccc31)[C@H](CO)N2C(=O)Nc1ccccc1F,-5.3
C[C@@H]1CN([C@@H](C)CO)C(=O)c2cc(C3=CCCC3)cnc2O[C@@H]1CN(C)C(=O)Nc1ccc(F)cc1,-0.2
O=C(C[C@H]1CC[C@H]2[C@@H](COC[C@H](O)CN2C(=O)C2CC2)O1)NCc1ccccc1Cl,0.4
C[C@@H]1CN([C@H](C)CO)C(=O)c2cc(NC(=O)CCN3CCOCC3)ccc2O[C@@H]1CN(C)Cc1ccncc1,1.2
C[C@H]1CN([C@@H](C)CO)S(=O)(=O)c2ccc(C#CC(C)(C)O)cc2O[C@@H]1CN(C)CC1CC1,2.1
CCNC(=O)Nc1ccc2c(c1)C(=O)N(C)[C@H]1CC[C@H](CC(=O)NCc3cccc(F)c3)O[C@@H]1CO2,7.6
C[C@H](CO)N1C[C@H](C)[C@@H](CN(C)C(=O)Nc2ccc3c(c2)OCO3)OCCCC[C@H](C)Oc2ccc(NS(=O)(=O)c3ccc(Cl)cc3)cc2C1=O,-1.1
C[C@@H]1CN([C@H](C)CO)C(=O)c2cc(C#CC3CCCCC3)cnc2O[C@@H]1CN(C)C(=O)Cc1ccccn1,2.8
CC(C)NC(=O)N(C)C[C@@H]1Oc2cc(C#C[C@H](C)O)ccc2S(=O)(=O)N([C@H](C)CO)C[C@@H]1C,-0.7
C[C@@H]1CN([C@@H](C)CO)C(=O)c2cc(C#Cc3ccccc3)cnc2O[C@@H]1CN(C)C(=O)CN(C)C,1.7
CC(C)(C)[S@@](=O)N1Cc2cc(C(=O)NCCN3CCCCC3)nc(-c3cccc(-c4ccc(C#N)cc4)c3)c2[C@H]1CCO,-1.0

# Four of these compounds in another layout:
Compound: C[C@@H]1CN([C@@H](C)CO)C(=O)c2cc(C3=CCCC3)cnc2O[C@@H]1CN(C)C(=O)Nc1ccc(F)cc1
  BioA inh: -0.2
Compound: O=C(C[C@H]1CC[C@H]2[C@@H](COC[C@H](O)CN2C(=O)C2CC2)O1)NCc1ccccc1Cl
  BioA inh: 0.4
Compound: C[C@@H]1CN([C@H](C)CO)C(=O)c2cc(NC(=O)CCN3CCOCC3)ccc2O[C@@H]1CN(C)Cc1ccncc1
  BioA inh: 1.2
Compound: C[C@H]1CN([C@@H](C)CO)S(=O)(=O)c2ccc(C#CC(C)(C)O)cc2O[C@@H]1CN(C)CC1CC1
  BioA inh: 2.1

# Next section.
canonical_smiles,BioA inh
CO[C@@H]1CN(C)C(=O)c2ccc(NC(=O)c3nc4ccccc4s3)cc2OC[C@@H](C)N(Cc2ccncc2)C[C@H]1C,-2.3
CC(C)CC#Cc1cnc2c(c1)C(=O)N([C@H](C)CO)C[C@H](C)[C@@H](CN(C)C(=O)c1cccnc1)O2,0.6
O=C1C[C@@](C(=O)NCC(F)(F)F)(c2ccc([N+](=O)[O-])cc2)[C@@H](c2ccc(CO)cc2I)N1C1CCCCC1,1.7
C[C@@H]1CCCCO[C@H](CN(C)C)[C@@H](C)CN([C@@H](C)CO)C(=O)c2cc(NC(=O)CCC(F)(F)F)ccc2O1,-1.3
CO[C@H]1CN(C)C(=O)c2cc(NS(=O)(=O)c3cn(C)cn3)ccc2OC[C@H](C)N(CCC(F)(F)F)C[C@@H]1C,-1.5
CCCN1[C@@H]2c3ccc(-c4cccc(C(=O)N(C)C)c4)c(=O)n3C[C@@H]2[C@@H](CO)[C@@H]1C(=O)NCCOC,1.1
CS(=O)(=O)Nc1ccc2c(c1)[C@H]1C[C@@H](CC(=O)NCCN3CCCCC3)O[C@@H](CO)[C@H]1O2,-0.3
CCC(=O)N1CC[C@@H]2[C@H](CO)Nc3ccc(C#Cc4ccccc4F)cc3[C@@H]21,-1.4
CO[C@@H]1CN(C)C(=O)c2cc(NS(=O)(=O)CC(F)(F)F)ccc2OC[C@H](C)N(Cc2ccccn2)C[C@@H]1C,-2.3
Cc1noc(C)c1NC(=O)N(C)C[C@@H]1Oc2ccc(N(C)C)cc2CC(=O)N([C@@H](C)CO)C[C@H]1C,-2.4
C[C@H]1CN([C@@H](C)CO)C(=O)Cc2cc(NC(=O)NC3CCCCC3)ccc2O[C@H]1CN(C)C(=O)Nc1cccc2ccccc12,-0.7
COc1ccc(S(=O)(=O)Nc2ccc3c(c2)C(=O)N([C@H](C)CO)C[C@H](C)[C@H](CN(C)S(=O)(=O)c2ccc(Cl)cc2)OCCCC[C@H](C)O3)cc1,-2.3
CO[C@H]1CN(C)C(=O)c2cc(NC(=O)c3cnccn3)ccc2OC[C@H](C)NC[C@@H]1C,0.5
O=C(C[C@H]1C[C@@H]2c3cc(NC(=O)c4cccnc4)ccc3O[C@@H]2[C@@H](CO)O1)NC1CCCCC1,39
CCCC(=O)Nc1ccc2c(c1)OC[C@@H](C)N(Cc1ccc(-c3ccccn3)cc1)C[C@H](C)[C@H](OC)CN(C)C2=O,-3.9
Cc1noc(C)c1NC(=O)Nc1ccc2c(c1)C(=O)N([C@@H](C)CO)C[C@@H](C)[C@@H](CN(C)C(=O)Nc1ccc(F)cc1)O2,5.6
C[C@H](CO)N1C[C@H](C)[C@H](CN(C)CC2CCCCC2)OCCCC[C@H](C)Oc2ccc(NS(=O)(=O)c3ccccc3)cc2C1=O,2.5
C[C@H]1CN([C@@H](C)CO)C(=O)c2cc(Br)cnc2O[C@@H]1CN(C)CC1CCOCC1,7.7
COc1ccc(NC(=O)N(C)C[C@H]2Oc3ccc(NC(=O)Nc4ccc5c(c4)OCO5)cc3CC(=O)N([C@@H](C)CO)C[C@@H]2C)cc1,-2.6
C/C=C/c1ccc([C@H]2[C@@H](C#N)N(C(=O)c3cccnc3)[C@@H]2CO)cc1,1.4

# High-throughput results as filed in PubChem.
